Bioassay records deposited in PubChem by National Center for Advancing Translational Sciences (NCATS).
AmpC inh detg – inhibitors of E. coli AmpC beta-lactamase with detergent; AmpC hydrolysis of nitrocefin, absorbance 480 nm, 0.01% Triton; Potency, µM (highest dose often 114 µM), inactives show top-dose activity change, negative = inhibition, actives largely listed as inhibitors; 370,000 tested, 0.041% active; AID 485294;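 further: potency means the concentration at half of the fitted maximal effect; 0% = no-compound wells and -100% = no-enzyme wells; nearly all actives have a fitted effect of over 25% in size; some results filed as inactive show a strong effect at the top dose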
Target sequence (P00811 whole entry, looked up): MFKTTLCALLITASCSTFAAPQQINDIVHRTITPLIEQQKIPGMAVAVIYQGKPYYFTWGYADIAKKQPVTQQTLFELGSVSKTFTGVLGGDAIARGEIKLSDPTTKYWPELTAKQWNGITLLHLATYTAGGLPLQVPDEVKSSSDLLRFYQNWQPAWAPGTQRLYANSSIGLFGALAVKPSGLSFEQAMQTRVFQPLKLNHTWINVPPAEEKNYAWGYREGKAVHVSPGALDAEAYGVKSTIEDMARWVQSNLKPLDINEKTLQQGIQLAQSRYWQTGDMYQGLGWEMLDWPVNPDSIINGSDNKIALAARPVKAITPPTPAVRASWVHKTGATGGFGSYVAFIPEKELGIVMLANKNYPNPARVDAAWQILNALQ
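20 mM phosphate pH 7.0 + 0.01% (detergent screen) or 0.0001% Triton X-100; 5.3 nM AmpC reagent; cpd preinc 15 min RT; nitrocefin (800 uM stock) to start; A480 q20 s × 4 min; Activity was normalised to no-enzyme and no-compound control wells.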
FBPA Giardia inh – Giardia lamblia aldolase inhibition. A8B2U2. 290,000 tested, 0.71% active. Potency, µM (doses to about 59.6 µM), for inactives: at the top dose activity, negative = inhibition, usual class: inhibitors. purified Giardia FBPA; further: potency means the concentration at half of the fitted maximal effect; nearly all actives have a fitted effect of over 55% in size
Target sequence (A8B2U2 whole entry, looked up): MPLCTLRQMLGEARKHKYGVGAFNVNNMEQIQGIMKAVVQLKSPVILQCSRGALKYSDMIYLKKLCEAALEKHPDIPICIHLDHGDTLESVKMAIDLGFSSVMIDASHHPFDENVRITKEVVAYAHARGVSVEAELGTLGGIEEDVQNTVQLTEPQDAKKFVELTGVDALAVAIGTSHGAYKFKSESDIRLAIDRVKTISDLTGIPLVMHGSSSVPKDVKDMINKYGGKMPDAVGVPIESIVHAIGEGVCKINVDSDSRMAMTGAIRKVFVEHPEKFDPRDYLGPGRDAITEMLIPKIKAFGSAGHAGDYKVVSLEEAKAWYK
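Giardia FBPA (40 nM reagent) was preincubated 10 min at RT with compound (up to 57.5 uM final), then substrate plus GAPDH/TPI/NAD/arsenate coupling system with diaphorase/resazurin was added; resorufin fluorescence (525/598 nm) was read after 20 min.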
AmpC inh no detg – inhibitors of E. coli AmpC beta-lactamase without detergent. 330,000 tested, 0.52% active. Potency, µM (highest dose often 57.1 µM), for the others: top-dose activity change, negative = inhibition, most hits filed as inhibitors. AmpC nitrocefin hydrolysis, absorbance 480 nm, 0.0001% Triton. P00811. AID 485341;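 further: potency means the concentration at half of the fitted maximal effect; plate controls were no compound for no effect and no enzyme for full effect; nearly all actives have a fitted effect of over 20% in size; some results filed as inactive show a strong effect at the top dose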
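AmpC (5.3 nM in the dispensed reagent) in 20 mM phosphate pH 7.0 with 0.01% (detergent screen) or 0.0001% Triton X-100 was preincubated with compounds for 15 min at room temperature. Nitrocefin was then added from an 800 uM solution, and hydrolysis was followed at 480 nm.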
HCV inhibitor – blocks hepatitis C virus | Huh7.5.1 HCVcc-Cre infection, luciferase reporter, 44 h | 340,000 tested, 3.4% active | AID 651820 | Potency, µM (highest dose often 41.8 µM), without a hit: at the top dose activity change, negative = inhibition, usual class: inhibitors; further: potency means the concentration at half of the fitted maximal effect
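Whole-lifecycle infectious HCVcc-Cre system; cells 1,000/well, compound then virus (~0.5 moi) added 4 h after plating, 44 h culture. Luciferase read 15 sec following 15 min substrate incubation, room temp.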
Sm TGR block – blocks Schistosoma mansoni thioredoxin glutathione reductase | purified TGR, DTNB reduction, TNB absorbance 405 nm | 360,000 tested, 3% active | Potency, µM (series often up to 114 µM), for inactives: at the top dose activity change, negative = inhibition, actives largely listed as inhibitors | Q962Y6; further: potency means the concentration at half of the fitted maximal effect; nearly all actives have a fitted effect of over 60% in size
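TGR 20 nM + NADPH 100 uM (dispensed conc.), cpd preinc 15 min RT; start with NADPH (500 uM addition) then DTNB (15 mM addition). Kinetic TNB absorbance, 405 nm filter. Four-parameter Hill fit across titration.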
HCMV inh – blocks human cytomegalovirus replication; activity change, negative = inhibition, % at 57.5 µM; AID 1259415; HFF cells, HCMV-luciferase reporter, 72 h; stronger effect = lower value; 410,000 tested, 4.5% active; in the data active means activity change below about -60%; inconclusive means no clear call, values can overlap the other calls; inactive means above about -39%
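Inhibition of viral replication was scored as loss of reporter luminescence in HFFs infected with HCMV-luciferase (MOI 1 PFU/cell) for 72 h; compounds tested at 2 doses, normalized to buffer and Salinomycin controls.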
Numbers without * were called inactive; ? = inconclusive; nt = no result given; & = joins results of further samples; [ ] = another dose, or the depositor's remark. Unless noted, the call rests on the fitted dose curve; in most records, active means well fitted curve in the direction sought with a large enough effect; inconclusive means small, poorly fitted or top-dose-only effect, or another doubt; inactive means no such curve, though single readings can be large; an effect the other way counts as inactive or inconclusive. Unless noted, on the % scale 0 is the no-effect control and ±100 the full control effect.

Order of values: Sm TGR block | AmpC inh detg | HCV inhibitor | AmpC inh no detg | FBPA Giardia inh | HCMV inh
- COc1ccc(Cc2nc3ccc(S(N)(=O)=O)cc3[nH]2)cc1OC
    -12% | -5% | -4% | -10% | ? | -12
- COc1cc(-c2nc(CN(C)Cc3nnc(C)o3)c(C)o2)ccc1F
    -5% | 10% | ? | 0% | 3% | -21
- Cc1cnc(-c2nnc(N(C)C(=O)c3ccccn3)s2)cn1
    4% | -8% | nt | -13% | -2% | nt
- CNC(=O)c1c(C)nn(-c2ccc(F)c(Cl)c2)c1-c1cc(C)on1
    4% | 2% | ? | -4% | 0% | -30
- N#Cc1ccc(C(=O)Nc2nnc(-c3ccco3)o2)cc1
    0% | -8% | ? | -4% | ? | -4
- Cc1csc(=O)n1CCC(=O)OCC(=O)Nc1ccc(Cl)cn1
    2% | -10% | -24% | -16% | nt | -35
- Cc1cc(NS(=O)(=O)c2ccc(NC(=O)COc3cc(C)c(Cl)c(C)c3)cc2)no1
    -10% | 2% | 8% | -28% | nt | ?
- O=C(CSc1ccc2nnc(CCNS(=O)(=O)c3ccccc3)n2n1)Nc1nc2ccccc2s1
    ? | 2% | -24% | 0% | -2% | -26
- CCOC(=O)c1c(C)[nH]c(CCC(=O)Nc2ccccc2C(F)(F)F)c1C
    -3% | 3% | nt | nt | nt | -12
- COc1ccc(CN2CCNC(=O)C2CC(=O)N(C)Cc2nccn2C)cc1OC (stereo not drawn)
    -31% | 7% | 6% | -6% | -11% | 0
- COc1cc(C(=O)OCc2cc(=O)c(O)co2)ccc1OC(F)F
    -1% | -7% | 1% | -14% | 3% | -28
- COc1ccc(Cc2nnc(NC(=O)c3ccccc3F)s2)cc1OC
    -7% | -5% | -10% | 10% | -6% | -13
- O=C(Cc1cccc2ccccc12)Nc1ccc(O)cc1C(=O)O
    -10% | 0% | ? | -24% | 16% | -15
- Cc1ccc(NC(=O)NC2CC(=O)N(c3ccc4c(c3)OCCO4)C2)cc1 (stereo not drawn)
    8% | ? | 16% | -17% | nt | -9
- CCN(c1nc(N)c(C(=O)N=C(N)N)nc1Cl)C(C)C
    nt | nt | ? | nt | -9% | -62*
- Nc1nc(-c2ccco2)c(-c2ccco2)s1
    20µM* | -19% | ? | -44% | ? | -26
- Cn1c(=O)oc2cc(S(=O)(=O)NCc3ccccn3)ccc21
    8% | 4% | 20% | -6% | -8% | 14
- CCn1c(CCc2ccccc2)n[nH]c1=S
    0% | 1% | -7% | -19% | -4% | 8
- Cc1ccc(C2C(C#N)=C(N)Oc3n[nH]c(-c4cccs4)c32)s1 (stereo not drawn)
    -20% | -7% | 9% | -49% | -14% | 6
- COC(=O)c1ccc(/C=N/N2CCN(Cc3ccccc3)CC2)cc1
    5% | -12% | 11% | -4% | 8% | 11
- N#CC1=C(Nc2ccccc2Cl)SC(c2ccccc2O)NC1=O (stereo not drawn)
    -6% | 3% | 7% | -31% | ? | ?
- CCC1CN(C(=O)N2CCC(C(=O)NCc3ccccc3OC)CC2)c2cc(C)ccc2O1 (stereo not drawn)
    -6% | -6% | ? | 139%[activator] | nt | -14
- O=C(O)C(O)(c1ccccc1)C1CCCC1 (stereo not drawn)
    3% | ? | 10% | -36% | 17% | 4
- COc1ccc(-c2c(C#Cc3ccc(N(C)C)cc3)c3ccccc3n2C)cc1
    nt | nt | ? | -7% | nt | -28
- COc1ccc(NC(=O)C(=O)NCC(=O)Nc2cccc(C(F)(F)F)c2)cc1
    nt | -5% | 3% | -19% | 5% | 13
- CCOC(=O)C1CCN(C(=S)NC2CC3C=CC2C3)CC1 (stereo not drawn)
    -6% | -7% | -8% | -2% | 3% | 19
- COc1cc(/C=N/NC(=O)c2ccc3c(c2)OCCO3)c(Br)c(Br)c1O
    ? | 2% | -5% | -13% | nt | 52
- CCCCN1Cc2cc(C(=O)c3cc(F)ccc3O)cnc2NC1=O
    -10% | -14% | ? | -20% | 0% | -4
- O=C(NC1(C(F)(F)F)NC(=O)N(c2ccccc2F)C1=O)c1ccncc1 (stereo not drawn)
    2% | 3% | 7% | 4% | -2% | -12
- COc1ccc([N+](=O)[O-])cc1NS(=O)(=O)c1cc(C(=O)N2CCN(C)CC2)ccc1OC
    -7% | 0% | -2% | -24% | nt | -29
- CC(=O)Nc1ccccc1OCc1cc(=O)n2c3c(sc2n1)CCCC3
    1% | 0% | nt | nt | nt | -10
- Cc1nn(C)c(C)c1/C=C/C(=O)O
    5% | -9% | 8% | -15% | 3% | 7
- Cc1cccc(Oc2coc3cc(OC(=O)c4cccs4)ccc3c2=O)c1
    16% | -11% | 13% | -56% | 0% | 32
- O=C(CCCn1cc([N+](=O)[O-])cn1)NCc1ccccc1
    6% | 4% | -7% | 0% | 7% | 10
- Cn1c(CNc2ccc(Cl)cc2)nc2ccccc21
    -5% | -2% | 20µM* | -37% | -11% | 296
- COc1ccc(N2CC(C(=O)OCC(=O)NCc3ccccc3)CC2=O)cc1 (stereo not drawn)
    2% | ? | -3% | -12% | -2% | -17
- COc1ccc(Br)cc1/C=N/N1CCN(Cc2ccccc2)CC1
    0% | 4% | ? | -7% | 0% | -29
- CCOC(=O)c1ccc(NC(=O)c2c(NCc3cccs3)sc3c2CCCCC3)cc1
    14µM* | -1% | nt | nt | nt | -32
- O=C(COC(=O)c1cc(Br)ccc1O)NNC(=O)c1ccc([N+](=O)[O-])cc1
    2% | 4% | -5% | -36% | nt | 5
- CCOC(=O)c1ccc(NC(=O)CC2NCCNC2=O)cc1 (stereo not drawn)
    0%&9% | ? | -3% | -11% | nt | 2&46
- Cc1ccc2c(CN(C)Cc3ccccc3)cc(=O)oc2c1C
    -1% | 4% | ? | -5% | 2% | ?
- Cc1nnc(C)n1/N=C/c1ccc(C(=O)O)cc1
    0% | -4% | 4% | -2% | 0% | 16
- Cc1oc(-c2ccccc2F)nc1CN1CCC(C(=O)NC2CCCCCCC2)CC1
    11% | -10% | ? | 22% | 5% | nt
- COc1ccc(N2C(=O)NC(=O)/C(=C\c3ccc([N+](=O)[O-])s3)C2=O)cc1
    7.9µM* | 1% | 1% | -54% | ? | -1
- COc1ccccc1N=Nc1nc(-c2ccccc2)c(-c2ccccc2)[nH]1
    -7% | -7% | 11µM* | ? | 14% | 4
- CCOC(=O)c1c(-c2ccccc2)oc2ccc(OCC(=O)NNC(=O)CCC(=O)O)cc12
    26% | -3% | 5% | 1% | 2% | -23
- COc1cc(Cl)c(C)cc1NC(=O)CSc1cc(Cl)ccc1Cl
    -6% | ? | ? | -55% | 2% | 92
- COc1cc(C(O)P(=O)(OCC(C)C)OCC(C)C)cc(OC)c1OC (stereo not drawn)
    4% | 2% | -12% | 34% | 3% | 2
- O=C(Cn1cc2c(n1)CCCCC2)NCc1cccs1
    8% | 6% | 14% | 2% | 0% | 54
- COc1ccc(-c2nnc(SCC(=O)N(C)C3CCS(=O)(=O)C3)n2C(C)C)cc1 (stereo not drawn)
    nt | nt | -4% | -21% | nt | -37
- Cc1cccc2[nH]c(CCNC(=O)C3CCC(=O)N(CCc4cccc(F)c4)C3)nc12 (stereo not drawn)
    -12% | -3% | 3% | 85%[activator] | nt | 18
- COc1ccc(O)c(CN2CCN(CCc3ccccc3)C(CCO)C2)c1 (stereo not drawn)
    -21% | 6% | -39% | 49% | -13% | 20
- COc1cc2c(C(=O)N3CCOCC3)c(CSc3ccccc3)n(C)c2cc1Br
    4% | 5% | 10µM* | 127%[activator] | -2% | -9
- CCC(=O)Nc1ccc(NC(=O)Cc2ccccc2)cn1
    0% | ? | 28% | 10% | -28% | 1
- COc1ccc(N2CCN(Cc3nc4c(c(=O)n(C)c(=O)n4C)n3Cc3cccc(C)c3)CC2)cc1
    0% | -9% | 11% | 14% | -13% | 21
- O=C(CSc1nnc2c3c4c(sc3ncn12)CCCC4)NCc1ccco1
    47%[activator] | ? | 5% | -28% | 5% | -4
- COc1ccccc1CCC(=O)OCC(=O)Nc1ccc2[nH]c(=O)[nH]c2c1
    -11% | -10% | 11% | -25% | nt | -21
- CCOCCCNC(=O)C1c2ccccc2C(=O)N2CCc3ccccc3C12 (stereo not drawn)
    -17% | -7% | 22% | -4% | -21% | 38
- COCCCNC(=O)c1cc2c(=O)n(C)c3ccccc3c2n1C
    1% | ? | ? | -15% | -12% | 30
- COc1ccc(CC(=O)Nc2ccc(S(=O)(=O)N(C)C)cc2)cc1OC
    0% | 0% | -24% | 2% | -4% | ?

Among those listed so far, these contain a furan ring, fused or not.
Order of values: Sm TGR block | AmpC inh detg | HCV inhibitor | AmpC inh no detg | FBPA Giardia inh | HCMV inh
- N#Cc1ccc(C(=O)Nc2nnc(-c3ccco3)o2)cc1
    0% | -8% | ? | -4% | ? | -4
- Nc1nc(-c2ccco2)c(-c2ccco2)s1
    20µM* | -19% | ? | -44% | ? | -26
- CCOC(=O)c1c(-c2ccccc2)oc2ccc(OCC(=O)NNC(=O)CCC(=O)O)cc12
    26% | -3% | 5% | 1% | 2% | -23
- O=C(CSc1nnc2c3c4c(sc3ncn12)CCCC4)NCc1ccco1
    47%[activator] | ? | 5% | -28% | 5% | -4

(list continues)
Order of values: Sm TGR block | AmpC inh detg | HCV inhibitor | AmpC inh no detg | FBPA Giardia inh | HCMV inh
- Cc1ccn(S(=O)(=O)c2ccc(C(C)(C)C)cc2)n1
    -13% | -2% | 12% | nt | -7% | -9
- CCOC(=O)c1nnsc1NC(C)=O
    -3% | 0% | 2% | -24% | -5% | 51
- O=C(Nc1ccccc1)c1ccc(-c2ccccc2C(F)(F)F)o1
    ? | ? | ? | -1% | -12% | -11
- O=C(c1ccccc1)N1CCc2[nH]nc(-c3ccccc3)c2C1
    0% | -1% | -15% | -19% | nt | 0
- O=C(O)CCCCCCCCc1cn(CN2C(=O)c3ccccc3C2=O)nn1
    -9% | -13% | 11% | -10% | -2% | 7
- O=C(Nc1cccn(Cc2c(Cl)cccc2Cl)c1=O)c1ccccc1Cl
    12% | -1% | ? | -23% | 1% | -31
- O=C1CN2NC(=S)N(c3ccccc3)C2=CN1c1ccc(Cl)cc1
    nt | -2% | 6% | -19% | 5% | -4
- Nc1scc2c(C(=O)O)nn(-c3ccccc3)c(=O)c12
    -16% | 3% | nt | -19% | nt | ?
- COc1cc(C(=O)O)ccc1O
    -16% | ? | -14%[8.37 µM] | -14% | 0% | -13
- CCN(CC)C(CNC(=O)CSc1nnnn1-c1cccc(F)c1)c1ccco1 (stereo not drawn)
    0% | -1% | 25µM* | -44% | nt | 0
- CCC(=O)Nc1ccccc1-c1nnn(CC(=O)N2c3ccccc3CC2C)n1 (stereo not drawn)
    7% | -1% | -9% | -1% | 1% | -1
- C=CCOc1ccc(CN(C)CC(=O)Nc2ccc3c(c2)CCC3)cc1
    0% | ? | -23% | -3%[11.4 µM] | ? | -29
- COc1ccc(NC(=O)c2cccnc2)c([N+](=O)[O-])c1
    0% | 0% | ? | -3% | -10% | ?
- CCOC(=O)c1c(C)[nH]c(C)c1C(=O)COC(=O)/C=C/c1cccc(F)c1
    -29% | 6% | -24% | -2% | 1% | 47
- COc1ccccc1-c1c(C)nn2c(N3CCC(C(N)=O)CC3)cc(C)nc12
    -29% | -17% | 2% | -95% | 1% | 10
